CR mimetic SO = yeast age-related superoxide inhibition as caloric restriction mimetic | hit rate 0.18% among 330,000 | AID 2690 | superoxide response (% of plate mean), % at 10 µM | S. cerevisiae aged cells, superoxide DHE fluorescence; hits give low values;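 active = superoxide response under a set limit, about three screen SD below normal, cut at about 65% in these data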;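 note: yeast aged for seven days with compound at 30 °C before DHE staining; 100% = average MFI of all compound-treated wells on the plate with controls excluded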
MCL1 BIM primary = disrupts human MCL1 binding to BIM-BH3 peptide | Q07820 | GST-MCL1 / FITC-Bim-BH3 fluorescence polarization | inhibition, % at 10.9 µM | hit rate 0.68% among 320,000;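 active = inhibition above the mean inhibition of all tested compounds plus 3 SD, set per campaign, cut at about 40% in these data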;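 note: 0% = DMSO wells and 100% = unlabeled Bim-BH3 peptide control; higher means more loss of mP so more displacement of Bim peptide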
Target sequence (Q07820 whole entry, looked up): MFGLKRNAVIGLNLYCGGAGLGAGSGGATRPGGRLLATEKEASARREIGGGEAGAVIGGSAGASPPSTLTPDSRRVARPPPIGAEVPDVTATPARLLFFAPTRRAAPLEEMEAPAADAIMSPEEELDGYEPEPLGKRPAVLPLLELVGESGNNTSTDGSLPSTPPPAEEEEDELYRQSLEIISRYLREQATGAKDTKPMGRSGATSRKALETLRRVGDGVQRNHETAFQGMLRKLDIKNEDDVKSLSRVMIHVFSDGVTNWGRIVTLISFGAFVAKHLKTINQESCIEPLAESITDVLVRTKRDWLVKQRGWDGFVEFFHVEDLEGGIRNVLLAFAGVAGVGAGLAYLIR
MEX-5 binding = C. elegans MEX-5 TCR-2 RNA binding activity. Q9XUB2. MEX-5/FITC-TCR2 RNA binding, fluorescence polarization; hits give low values. activity score (negative = inhibition of binding), % at 10 µM. hit rate 0.38% among 300,000. AID 1832;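 active = inhibition past about -25% in most replicates, and total fluorescence under double the plate's negative control median, limit read from the data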;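 note: 0% = DMSO and -100% = 5 µM competing unlabeled TCR2 RNA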
Target sequence (Q9XUB2 whole entry, looked up): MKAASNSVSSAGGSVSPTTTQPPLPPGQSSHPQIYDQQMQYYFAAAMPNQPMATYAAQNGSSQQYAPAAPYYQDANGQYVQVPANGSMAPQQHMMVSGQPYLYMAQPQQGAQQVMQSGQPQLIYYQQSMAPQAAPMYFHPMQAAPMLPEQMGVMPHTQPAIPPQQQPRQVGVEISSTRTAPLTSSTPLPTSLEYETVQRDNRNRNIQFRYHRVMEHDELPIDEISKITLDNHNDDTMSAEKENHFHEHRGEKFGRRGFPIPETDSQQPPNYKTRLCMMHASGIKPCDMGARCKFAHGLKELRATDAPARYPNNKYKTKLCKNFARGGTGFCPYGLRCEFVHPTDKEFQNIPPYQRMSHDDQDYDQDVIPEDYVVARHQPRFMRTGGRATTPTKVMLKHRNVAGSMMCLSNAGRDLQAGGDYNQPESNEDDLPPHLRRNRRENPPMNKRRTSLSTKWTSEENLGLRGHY
GLD-1 RNA inh = GLD-1-TGE RNA interaction inhibition (C. elegans); Q17339; purified GLD-1 + fluorescein TGE RNA, fluorescence polarization; inhibition, % at 5.96 µM; hit rate 0.44% among 320,000;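 active = percent inhibition above a per-plate cutoff, the plate mean of test compounds plus 3 SD, cut at about 30% in these data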;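 note: 0% = DMSO wells with GLD-1 and probe and 100% = wells lacking GLD-1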
BCLXL inh = Bcl-xL (human) inhibition. Q07817. GST-Bcl-xL / FITC-Bim BH3 peptide fluorescence polarization. inhibition, % at 10.9 µM. hit rate 0.7% among 320,000. AID 2129;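 active = inhibition above the mean of all tested compounds plus 3 SD, cutoff set per campaign, cut at about 30% in these data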;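 note: 0% = DMSO wells and 100% = unlabeled Bim-BH3 peptide competitor; inhibitors lower millipolarization by displacing the labeled peptide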
Fam108B counter = Fam108B inhibition, counter-screen for RBBP9 inhibitors; AID 1947; hit rate 0.33% among 300,000; inhibition, % at 9.51 µM; recombinant Fam108B, FP-Rh probe fluorescence polarization;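 active = inhibition above the screen mean inhibition plus 3 SD, computed separately per campaign, cut at about 18% in these data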;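 note: inhibitors lower polarization as less probe binds the enzyme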
ZTA DNA inh = counter-screen for EBNA-1 inhibitors: inhibitors of Epstein-Barr virus ZTA | ZTA-DNA binding, fluorescence polarization | inhibition, % at 11 µM | hit rate 0.15% among 320,000 | AID 2234; in the data active = inhibition above about 33%
Target sequence (P03206 whole entry, looked up): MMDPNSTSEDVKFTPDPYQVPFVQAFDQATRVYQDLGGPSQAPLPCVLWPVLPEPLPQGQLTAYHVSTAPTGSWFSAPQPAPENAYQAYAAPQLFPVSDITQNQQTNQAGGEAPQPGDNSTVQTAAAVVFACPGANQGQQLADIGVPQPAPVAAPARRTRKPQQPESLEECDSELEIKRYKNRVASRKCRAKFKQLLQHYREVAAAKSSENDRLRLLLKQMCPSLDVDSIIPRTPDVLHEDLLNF
Efflux pump mplx = blocks antifungal efflux pumps in multiplex yeast assay; inhibition, % at 10 µM; hit rate 0.44% among 330,000; S. cerevisiae Candida pump triplex, Nile Red efflux;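 active = plate passing quality check with inhibition over a set limit, or well fluorescence over plate mean plus 4 SD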;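 note: Nile Red retained in pooled yeast measured as flow cytometry median fluorescence; 0% = buffer negative control and 100% = Enniatin B positive control; higher means more Nile Red kept so more efflux inhibition; some compounds called inactive have numbers as strong as hits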
EBNA-1 inhibitor = blocks EBNA-1 binding to DNA; EBNA-1 DNA binding, fluorescence polarization; inhibition, % at 14.8 µM; AID 1950; hit rate 0.34% among 300,000; in the data active = inhibition above about 28%
* hit, by the source's call; . = not tested or not shown.

entry	mol	CR mimetic SO	MCL1 BIM primary	MEX-5 binding	GLD-1 RNA inh	BCLXL inh	Fam108B counter	ZTA DNA inh	Efflux pump mplx	EBNA-1 inhibitor
1	Nc1nc(SCC(=O)NCCc2ccccc2)[nH]c(=O)c1-c1ccccc1	110	1	0.7	0	-6	-5	8	0.1	-11
2	Cc1ccc(Nc2nnc(SC3CCOC3=O)s2)c(C)c1 (stereo not drawn)	106	-4	1.7	0	-1	3	9	0.2	8
3	CC(C)CCNc1cc(=O)n(C)c(=O)n1C	103	1	1.5	8	4	3	15	0.0	1
4	NCC12CC3CC(C1)CC(c1ccc(Br)cc1)(C3)C2	112	1	1.2	-1	2	-2	6	0.1	18
5	CCOc1cccc(N(C(=O)CCC(=O)Nc2cc(C)on2)C(C(=O)NC(C)(C)C)c2ccc(OC)cc2)c1 (stereo not drawn)	108	0	0.7	-6	-3	-3	-1	0.5*	-8
6	O=C1C2C3C=CC(CO)(O3)C2C(=O)N1c1ccc(-c2ccccc2)cc1 (stereo not drawn)	72	7	0.0	6	2	-8	11	1.7*	0
7	COC(=O)c1cc(C(=O)OC)cc(N2C(=O)CN=C2Nc2nc(C)cc(C)n2)c1	92	6	2.6	3	6	12	3	0.1	10
8	COC(=O)C1=C(C(=O)OC)SC(=C2C(=S)C(C)(C)N(C(=O)CC(C)C)c3ccccc32)S1	100	-4	0.9	5	-3	5	7	0.3	-2
9	COC(C[C@@H](O)C[C@H](O)[C@H](C)OCc1ccccc1)OC	.	1	-1.1	-2	4	5	-1	.	-10
10	COc1ccc(S(=O)(=O)N(CCC#N)Cc2ccco2)cc1OC	107	2	-1.8	-1	-1	4	-4	0.0	2
11	C=CCSc1nnc(NC(=O)c2ccc(S(=O)(=O)NCC3CCCO3)cc2)s1 (stereo not drawn)	111	2	-0.2	6	-4	0	2	0.0	1
12	COc1ccc(S(=O)(=O)NC(C)C(=O)NCc2ccncc2)cc1Cl (stereo not drawn)	91	1	-0.4	5	0	1	15	0.0	2
13	O=C(CSc1nnc(Cc2ccccc2)o1)NCc1ccc2c(c1)OCO2	77	1	0.1	1	1	4	-11	0.1	-6
14	Cc1ccc(-c2nnc(N3CCN(C(=O)COc4cccc(C)c4)CC3)c3ccccc23)cc1	91	3	-0.3	4	2	-3	-10	-0.1	9
15	CC(=O)c1cnc2sccn2c1=O	90	5	-0.1	5	6	0	5	0.0	-1
16	CCOC(=O)c1cnc(Nc2nc3ccccc3o2)nc1CSc1ncccn1	107	8	0.3	-2	2	-1	-4	-0.2	4
17	Cc1c(CC(=O)O)c(=O)oc2cc3occ(-c4ccccc4)c3cc12	96	7	0.8	6	11	1	-1	-0.3	1
18	CC(C)c1ccc(/C=C2\SC(=O)N(CC(=O)NCCCn3ccnc3)C2=O)cc1	106	4	3.2	3	1	2	11	-0.2	-1
19	O=C1CCCC/C1=C\Nc1ccc(O)cc1	109	3	1.6	16	10	2	-2	0.3	-6
20	CC(C)NC(=O)C1CC(=O)N(c2ccc(F)c(Cl)c2)C1 (stereo not drawn)	90	1	-0.3	1	0	-3	-18	-0.1	32*
21	O=C(c1ccc2c(c1)OCO2)N1CCC2(CC1)Oc1ccc(F)cc1C(=O)C21CC(c2ccc(Cl)cc2)=NO1 (stereo not drawn)	96	-8	-2.4	1	2	-5	6	23*	7
22	Cc1cccc(OCC(=O)OCC(=O)c2c(N)n(C)c(=O)n(C)c2=O)c1C	90	-1	-0.9	-3	4	5	4	0.1	-1
23	O=C(COC(=O)c1n[nH]c2ccccc12)Nc1ccc(Cl)cc1[N+](=O)[O-]	103	3	1.5	-4	-3	-1	-7	0.0	-2
24	Cc1c(NC(=O)CSCc2ccc(Br)cc2)c(=O)n(-c2ccccc2)n1C	109	1	1.4	-9	3	-3	-10	0.1	-12
25	CC(C)CC(NC(N)=O)C(=O)Nc1ccc(Cl)c(Cl)c1 (stereo not drawn)	90	0	1.2	4	-2	4	8	-0.1	8
26	C[C@@H](C(=O)NC1CCCC1)N1C(=O)N2CCc3c([nH]c4ccccc34)[C@@]2(C)C1=O	116	5	1.4	4	4	-2	-1	0.3	-5
27	COC(=O)COc1ccc(C2NC(=O)NC(c3ccccc3)=C2C(C)=O)cc1OC (stereo not drawn)	98	1	-0.7	5	-3	2	4	0.1	2
28	CCOC(=O)C(=CNc1ccc(NC2=NCC(C)(C)S2)cc1)C(=O)OCC	89	1	-2.9	2	5	-1	-5	0.0	4
29	CCNc1cc(Cl)nc(SC)n1	95	6	-3.2	10	-2	-6	-8	0.1	8
30	Cc1ccc(CNS(=O)(=O)c2c(C)n(C)c(=O)n(C)c2=O)cc1	95	1	0.2	4	2	1	-22	0.3	-3
31	COc1ccc(CCNC(=O)C(=O)NCCC2CCCCN2S(=O)(=O)c2ccccc2)cc1 (stereo not drawn)	94	-5	3.7	4	-4	-7	-27	-0.1	-5
32	O=C1NC2(CCCCCC2)N=C1c1ccc(Br)cc1	101	-2	0.4	0	1	-1	6	0.0	-3
33	CC(=O)c1cccc(NC(=O)CCOc2ccccc2)c1	87	5	5.1	8	6	1	4	0.0	7
34	CSc1nc2c(c(=O)[nH]1)C(c1ccncc1)C(C(=O)OC(C)C)=C(C)N2 (stereo not drawn)	94	4	1.4	-2	5	5	-39	0.1	-12
35	O=C1CCN(S(=O)(=O)c2ccc(Cl)cc2)CCN1	96	-4	-0.5	3	5	7	3	-0.1	5
36	COCC(C)NC(=O)CCSc1nc(-c2ccc(OC)cc2)cc(C(F)(F)F)n1 (stereo not drawn)	102	-2	0.9	-14	-2	-3	1	-0.1	-3
37	COC(=O)c1cn(CCOc2ccccc2F)c2ccccc12	93	-2	1.3	-4	1	-6	-15	0.1	-9
38	CCN(CC(=O)NCc1ccc(F)cc1)C(=O)c1cccnc1SC	92	4	1.9	0	4	-2	10	0.0	3
39	O=C1CCC([N+](=O)[O-])C(c2cccc3ccccc23)N1 (stereo not drawn)	97	7	0.0	2	5	-6	-1	-0.1	11
40	COc1ccc(N/C=C2\CCOC2=O)cc1	103	3	0.4	7	4	1	2	-0.1	-19
41	Cn1cnnc1SCC(=O)NCc1cccc(C(F)(F)F)c1	91	7	0.8	-1	-6	0	-2	0.0	4
42	C[C@@H]1CN(C2CCN(Cc3nc(CC4CC4)no3)CC2)C[C@H](C)O1	107	-3	-1.1	7	2	3	-4	-0.1	-1
43	O=C(NC1CCCCCC1)C1CCCN(S(=O)(=O)c2cnc[nH]2)C1 (stereo not drawn)	97	5	-3.9	3	2	0	-3	0.2	-6
44	CCCCN(C(=O)CSc1c(C)c(C)cc(C)c1C)c1c(N)n(CCC)c(=O)[nH]c1=O	86	4	.	0	6	.	7	0.0	.
45	O=C(NCc1ccc2c(c1)OCO2)C1CCC(CNS(=O)(=O)c2ccccc2)CC1 (stereo not drawn)	95	0	0.9	-5	2	3	6	-0.1	9
46	CC(NC(=O)c1ccc(F)cc1)C(c1cccs1)N1CCN(C)CC1 (stereo not drawn)	98	1	2.2	8	6	5	2	-0.2	5
47	Cc1ccc(C)c(C(=O)COC(=O)CCCC(=O)Nc2cc(C(F)(F)F)ccc2Cl)c1	106	5	0.6	-3	-1	-3	-20	0.2	-13
48	COC(=O)c1c(NC(=O)c2c(OC)cccc2OC)sc2c1C(C(=O)OC)CC2 (stereo not drawn)	128	0	-0.2	1	4	-2	2	-0.2	4
49	CCOC(=O)CC(NC(=O)c1ccco1)c1ccc(OC)cc1 (stereo not drawn)	113	2	2.5	1	4	0	12	0.0	-8
50	COc1cc(/C=C/C(=O)OCC(=O)Nc2ccc(Cl)cn2)ccc1O	93	-6	.	7	-6	.	4	-0.1	.
51	CCN(CC(=O)Nc1cc(Cl)ccc1C)C(=O)c1nc2nc(C)cc(C)n2n1	101	-16	.	-5	-4	.	-11	-0.1	.
52	COc1ccc(/C=N/NC(=O)c2cccs2)c2ccccc12	102	6	0.7	6	5	4	6	0.0	-5
53	CCCCc1c(O)nc(SCC(=O)N2CCCCC2)[nH]c1=O	84	-11	1.4	-5	1	1	-16	0.5	-8
54	CCOC(=O)c1[nH]c2ccc(C(=O)OC)cc2c1C(=O)OCC	105	10	1.0	-1	1	-1	10	-0.2	7
55	COc1cc(/C=C2/C(=N)N3C(=NC2=O)SN=C3S(C)(=O)=O)ccc1OS(=O)(=O)c1ccc(C)cc1	108	-1	-4.9	-6	-1	-10	4	-0.1	-15
56	Cc1ccc(S(=O)(=O)Nc2c(C(=O)O)[nH]c3ccccc23)c(C)c1	97	7	-8.3	-3	-2	2	-4	-0.1	-14

Additional structures:
entry	mol	CR mimetic SO	MCL1 BIM primary	MEX-5 binding	GLD-1 RNA inh	BCLXL inh	Fam108B counter	ZTA DNA inh	Efflux pump mplx	EBNA-1 inhibitor
57	Cc1sc(NC(=O)C2CCCO2)c(C(N)=O)c1C (stereo not drawn)	99	11	-0.7	-2	12	0	-2	0.2	-11
58	CC1CCN(c2ccc3nnc(CCC(=O)Nc4cc(F)ccc4F)n3n2)CC1	102	-5	1.2	6	-6	-1	5	-0.2	-12
59	N=c1sccn1CC(=O)Nc1cc(Cl)ccc1Oc1ccccc1	102	-13	4.1	1	-12	-3	0	-0.1	1
60	Cc1cc(C)n2nc(SCC3COc4ccccc4O3)nc2n1 (stereo not drawn)	105	5	1.1	-3	2	-4	8	-0.1	13
61	COc1cc(/C=C2\C(=N)N3N=C(S(=O)(=O)CC(C)C)SC3=NC2=O)ccc1OC(=O)c1ccco1	96	0	2.7	1	0	-3	3	0.1	0
62	O=C(c1cc(-c2ccc(Br)cc2)on1)N1CCc2ccccc2C1	109	0	0.6	-9	3	-2	-5	-0.2	-11
63	COCCN1C(=O)C(O)=C(C(=O)c2ccco2)C1c1cccc(Oc2ccccc2)c1 (stereo not drawn)	107	3	0.2	-4	10	1	-15	-0.1	-5
64	COc1ccc(NS(=O)(=O)c2c(C(=O)N3CCCCCC3)c(C)n(C)c2C)cc1	112	7	2.5	4	5	5	-10	0.1	-11
65	O=C(Nc1cccc(NC(=O)C2C3CC4OC(=O)C2C4C3)c1)c1ccccc1 (stereo not drawn)	109	1	1.0	-1	-1	2	11	-0.1	6
66	C(=C\c1nc(N2CCCC2)c2ccccc2n1)/c1ccccc1	94	2	1.5	-7	8	-6	9	0.1	-6
67	O=C(COC(=O)c1sc2ccccc2c1Cl)Nc1ncc(Cl)cc1Cl	104	11	-2.3	2	17	0	2	-0.3	15
68	N#Cc1cccc(Cn2cc(C(F)(F)F)ccc2=O)c1	94	6	-0.1	8	4	3	1	0.0	-6
69	COc1ccccc1OCC(=O)Nc1ccc(S(=O)(=O)Nc2onc(C)c2C)cc1	109	5	0.0	2	5	0	4	0.1	-8
70	O=C1c2cccnc2C(=O)N1CNc1ccc(Cl)cc1	111	3	0.8	3	3	-1	8	0.0	7
71	CCCc1cc2c(=O)c(-c3ccccn3)coc2cc1OC	91	3	2.0	-1	5	0	1	1.6	9
72	Cn1c(N)c(C(=O)CSc2nc(N)cc(N)n2)c(=O)n(C)c1=O	128	-4	0.6	10	4	4	-4	0.2	-10
73	Cc1cccc(N2CCN(C(=O)Cc3ccc(-n4c(=O)[nH]c5ccsc5c4=O)cc3)CC2)c1C	84	3	2.2	4	6	3	-9	-0.2	-6
74	CN(Cc1ccccc1F)C(=O)c1ccc2c(=O)n3c(nc2c1)CCC3	104	-5	3.8	-1	2	-2	1	-0.1	2

Bioassay records from PubChem BioAssay.

Not a hit list; about 2.3% have a hit in one of these screens.
